# Source: PubChem
# MITF TRPM1 HTS: activators of MITF-driven TRPM1 promoter activity in SK-MEL-5 cells; SK-MEL-5 TRPM1-promoter luciferase, 24 h; % of positive control, neutral wells = 0; activation, % at 12.5 µM; actives 0.75% (n = 300,000);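 active means mean activation of at least 80% with every replicate also reaching 80%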;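 further: 0% = neutral control wells and 100% = parthenolide positive control wells; values of inactives mirror those of a sister screen read the other way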
# dFosB act: enhances mouse delta FosB homodimer DNA binding; P13346; purified delta FosB, TAMRA-CDK5 oligo fluorescence polarization; percent of positive-control signal above neutral wells; activation, % at 25 µM; actives 0.99% (n = 340,000); AID 493131;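 active means mean activation above about 17%, with every replicate also reaching it, limit read from the data, passing the limit was not always enough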;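 further: fluorescence polarization rise as delta FosB binds a TAMRA Cdk5 AP-1 oligo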
# DSG3 Ab inh: blocks pemphigus antibody binding to human desmoglein-3; DSG3-coupled beads, scFv-anti-DSG3-GFP binding, flow cytometry; active compounds read low; binding (percent of control), % at 10 µM; actives 0.48% (n = 310,000);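 active means binding more than 3 SD below its plate's average and above zero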;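 further: hits lower antibody fragment binding to DSG3; some compounds called inactive have numbers as strong as hits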
# Target sequence (P32926 whole entry, looked up, the tested form may be a part): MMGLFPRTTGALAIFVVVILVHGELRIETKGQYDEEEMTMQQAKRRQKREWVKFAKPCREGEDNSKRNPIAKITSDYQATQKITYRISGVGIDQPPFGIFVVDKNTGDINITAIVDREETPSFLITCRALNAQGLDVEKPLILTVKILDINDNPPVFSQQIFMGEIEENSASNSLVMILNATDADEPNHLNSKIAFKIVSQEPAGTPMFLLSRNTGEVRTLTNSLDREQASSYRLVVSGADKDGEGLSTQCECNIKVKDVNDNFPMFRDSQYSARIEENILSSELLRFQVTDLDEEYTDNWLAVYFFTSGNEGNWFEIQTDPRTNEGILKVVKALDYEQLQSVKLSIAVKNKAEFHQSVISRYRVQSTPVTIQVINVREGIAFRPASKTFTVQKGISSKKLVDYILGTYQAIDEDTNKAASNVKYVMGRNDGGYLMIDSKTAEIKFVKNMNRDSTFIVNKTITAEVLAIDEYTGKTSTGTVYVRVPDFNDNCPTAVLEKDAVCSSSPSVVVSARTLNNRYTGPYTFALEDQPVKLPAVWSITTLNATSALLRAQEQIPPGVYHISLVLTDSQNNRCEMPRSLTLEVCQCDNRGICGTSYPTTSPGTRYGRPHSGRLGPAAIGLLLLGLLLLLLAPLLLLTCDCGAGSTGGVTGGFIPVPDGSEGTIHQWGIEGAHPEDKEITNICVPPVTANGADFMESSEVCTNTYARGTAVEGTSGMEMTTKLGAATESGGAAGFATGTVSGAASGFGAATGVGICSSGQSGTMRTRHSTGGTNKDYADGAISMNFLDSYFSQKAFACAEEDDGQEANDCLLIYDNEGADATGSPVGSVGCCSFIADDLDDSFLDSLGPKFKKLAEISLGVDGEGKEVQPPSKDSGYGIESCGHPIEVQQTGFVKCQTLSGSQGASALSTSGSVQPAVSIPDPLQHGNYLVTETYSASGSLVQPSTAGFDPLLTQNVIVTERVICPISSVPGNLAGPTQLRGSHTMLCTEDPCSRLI
# Arr AP2 block: blocks beta-arrestin peptide binding to AP2 adaptin | AID 504490 | actives 0.31% (n = 340,000) | inhibition, % at 10 µM | FITC-arrestin peptide / GST-AP2 beads, flow cytometry; AP2 beta2 appendage carries R879A mutation;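 active means inhibition above a set limit, near 3 SD of compounds lacking own fluorescence, cut at about 54% in these data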;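 further: plate controls were DMSO wells for no effect and 5 µM unlabelled arrestin peptide for full effect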
#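 system = GST-tagged AP2 beta2-adaptin appendage (R879A) on 4 µm glutathione beads | reagent = FITC-labelled arrestin peptide probe, 50 nM final | schedule = compound with beads 12 min RT, then probe 1 h RT | signal = HyperCyt-sampled flow cytometry, FL1 channel, ex 488/em 535 nm | read-out = percent response from loss of bead-bound FITC fluorescence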
# PKA-R1A activ: PKA-R1A complex activation; P00514+P68181; PKA-R1A dissociation, Cy5-IP20 fluorescence polarization; scaled: DMSO 0%, 113 µM cGMP 100%; activation, % at 11.4 µM; actives 0.083% (n = 340,000);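 active means percent activation above the mean of all tested compounds plus 3 SD, cut at about 19% in these data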;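 further: higher means more PKAc released from R1A so a rise in polarization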
# Mot1-301 SUMO: SUMOylation pathway inhibition by Mot1-301 growth rescue. actives 1% (n = 320,000). S. cerevisiae Mot1-301 growth rescue, ATP luminescence, 38.5C; percent above DMSO median, 100 means doubled. AID 2716. growth rescue, % at 18.8 µM;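 active means every valid replicate shows activation above 250% relative to neutral control wells; inactive means the rest, any valid replicate at or below 250%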;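 further: OY570 slx delta 5 strain wells were the positive control but not used for scaling; some compounds called inactive have numbers as strong as hits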
# NSD2 HMT inh: inhibitors of human histone methyltransferase NSD2; NSD2 peptide methylation, AlphaScreen, 120 min; inhibition, % at 12.5 µM; actives 0.54% (n = 310,000); AID 743445; in the data active means inhibition above about 50%
# PKA-R2B activ: PKA-R2B complex activation. actives 0.079% (n = 340,000). PKA-R2B holoenzyme dissociation, Cy5-IP20 fluorescence polarization; R2B truncated from residue 108, S112A mutant; 0% DMSO only, 100% 113 µM cGMP. activation, % at 11.4 µM. P22694+P31323;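 active means activation above a cutoff set at the mean over all compounds plus 3 SD, cut at about 18% in these data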;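 further: higher means more holoenzyme dissociation and a rise in polarization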
# SR-BI uptake up: enhances SR-BI lipid uptake from DiI-HDL | CHO ldlA[mSR-BI] cells, DiI-HDL uptake fluorescence, 3 h; 100 = double the neutral-control signal | activation, % at 12.5 µM | actives 0.096% (n = 320,000);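 active means mean replicate activation of at least 60% and every replicate at or above 60%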;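 further: 0% = median plate neutral-control signal and 100% = twice that signal; values of inactives mirror those of a sister screen read the other way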
#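 Test system: SR-BI-overexpressing, LDLR-lacking CHO cells; Medium: Ham's F12 with 0.5% BSA, HEPES 25 mM, pH 7.4; Schedule: 3 h, 37 °C; Technique: bottom-read fluorescence, 550/595 nm.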
# CDK5 inh: blocks human CDK5/p35 kinase activity; Recombinant CDK5/p35, ADP-Glo luminescence, 60 min; inhibition, % at 10 µM; actives 0.01% (n = 330,000);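 active means highest replicate inhibition of at least 50% and at least 75% of replicates reaching 50%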;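 further: plate controls were DMSO neutral control for no effect and GW8510 at 10 µM for full effect; many of its hits are not listed in these tables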
# SR-BI HDL uptake: inhibitors of mouse SR-BI mediated HDL lipid uptake. Q61009. ldlA[mSR-BI] CHO cells, DiI-HDL uptake fluorescence, 3 h. inhibition, % at 12.5 µM. actives 0.96% (n = 320,000). AID 488896;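 active means mean replicate inhibition of at least 70% and a set share of replicates each scoring 70 or more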;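 further: 0% = median of neutral control wells and 100% = median of positive control wells; values of inactives mirror those of a sister screen read the other way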
# Numbers without * were called inactive; nt = not tested or not shown. This is a random part of the collection. About 4.7% of those tested had a hit in this group.
smiles,MITF TRPM1 HTS,dFosB act,DSG3 Ab inh,Arr AP2 block,PKA-R1A activ,Mot1-301 SUMO,NSD2 HMT inh,PKA-R2B activ,SR-BI uptake up,CDK5 inh,SR-BI HDL uptake
CCOC(=O)c1cc2c(n(-c3ccccc3)c1=O)CC(C)(C)CC2=O,6.2,-0.6,101.9,-0.4,4.1,5.0,3.0,-2.7,17.1,-0.3,-17.1
COc1cc(/C=N\Nc2nc3ccccc3o2)cc(OC)c1OC,70.3,-2.2,122.8,12.8,-5.9,28.9,-0.6,3.5,-69.2,-2.0,69.2
Cc1ccc(Cn2ccc(O)c(Cc3ccccc3)c2=O)cc1,8.0,0.1,101.5,5.0,-1.7,13.6,-1.7,7.2,30.1,0.1,-30.1
N#CC1=C(Nc2ccccc2)SC=C(c2ccc(Br)cc2)N=C1N1CCOCC1,nt,-10.7,nt,0.7,-0.2,-7.4,-0.8,0.0,-1.5,-1.1,1.5
COc1cc([C@@H]2CC=C(C(=O)O)[C@H](c3cccc(Cl)c3)N2S(=O)(=O)c2ccc(C)cc2)cc(OC)c1OC,6.9,-5.6,112.0,2.6,3.4,-12.8,nt,-0.7,-1.4,-1.3,1.4
COc1ccc(-c2[nH]c(-c3ccc(C)cc3)nc2SCC(=O)NC2CCCC2)cc1,nt,-8.5,103.8,-1.1,-0.4,25.4,nt,3.9,-80.1,-4.1,80.1*
O=C(Oc1ccccc1-c1nnco1)c1ccccc1,9.7,-0.9,108.1,6.0,3.2,-5.2,-2.2,3.2,10.8,-1.0,-10.8
Cc1cc(C)cc(OCC(=O)NC2CCCc3ccccc32)c1 (centres undefined),-17.8,-1.4,100.2,13.6,-2.8,461.5*,-1.7,-2.5,-19.5,1.2,19.5
O=C(COC(=O)c1cc(-c2ccccc2)nc2ccccc12)Nc1ccc2c(c1)OCO2,-5.1,7.6,81.2,6.9,-1.2,1.9,1.2,-5.1,5.3,0.2,-5.3
CCCCCCCC(=O)Nc1ccc(S(=O)(=O)Nc2nccs2)cc1,0.0,-1.4,107.8,-7.7,10.0,3.3,-1.4,-5.2,39.4,-9.4,-39.5
O=C(Nc1ccccc1)c1ccc(-c2ccc(F)cc2)s1,62.6,-2.0,99.0,55.0*,-1.2,653.6,-2.8,-4.3,-21.9,-0.8,21.9
c1ccc(Cc2nnc(-c3ccccc3)o2)cc1,nt,2.8,99.0,26.6,-0.3,2.8,1.3,-3.6,1.9,0.0,-1.9
O=C(OCc1ccc(Br)cc1)c1cnc(Cl)c(Cl)c1,3.7,-10.7,136.6,10.3,2.3,22.0,-5.3,2.8,nt,-0.6,nt
CC(C)Oc1ccc(Cc2c(O)nc(NCCCN(C)C)[nH]c2=O)cc1,-1.2,-3.1,113.9,0.3,3.0,nt,nt,5.1,12.1,-1.1,-12.1
CN(Cc1ccccc1)C(=O)N1CCOCC1,2.5,-5.7,105.2,-5.0,0.9,-15.5,-2.9,6.0,3.0,1.7,-3.0
Cc1cccc(C(=O)N2CCN(c3ccc(C(F)(F)F)cn3)CC2)c1C,-6.0,-0.2,91.5,23.7,-6.5,-19.2,-1.8,1.7,7.2,1.3,-7.2
COc1cc(/C=N/NC(=O)c2cccc([N+](=O)[O-])c2)ccc1OC(=O)c1ccco1,-4.5,-6.1,98.1,15.3,1.5,125.2,-2.9,-7.5,-5.8,-0.2,5.8
CCOC(=O)c1ccc(NC(=O)CCc2nc(-c3ccccc3Cl)no2)cc1,-1.4,-12.8,103.2,21.7,-7.8,-14.9,nt,-4.2,-12.5,-0.8,12.5
Cc1cnc(C(=O)OCC(=O)Nc2ccccc2[N+](=O)[O-])cn1,-7.9,-6.4,91.9,-19.7,-5.6,-7.3,0.9,3.1,10.1,-1.0,-10.1
Cn1c(SCC(=O)NCc2cccs2)nnc1-c1ccc(O)cc1,-9.8,2.2,104.6,-14.7,-2.5,1.8,-6.2,-13.4,-7.4,-0.5,7.4
O=C(NC1CCN(Cc2ccccc2)CC1)c1ccc2c(c1)[nH]c(=O)n2Cc1ccc(F)cc1,-21.1,-10.2,99.3,-0.9,-8.0,8.4,1.3,-8.0,14.5,0.9,-14.5
O=C(NNC(=O)C1CCN(c2ncccn2)CC1)c1ccncc1,-10.5,-5.5,100.9,24.3,-8.0,56.5,-1.9,-11.4,3.2,1.0,-3.2
CCOC(=O)Nc1csnn1,8.6,-7.1,83.8,-7.4,-5.0,nt,9.6,1.7,8.9,-0.2,-8.9
CC(=O)N[C@H]1C[C@@H]1c1ccccc1,0.5,-1.6,nt,-9.2,8.7,2.6,0.8,5.5,3.6,0.8,-3.6
Nc1nc(F)nc2c1ncn2[C@@H]1O[C@H](CO)[C@@H](O)[C@H]1O,-91.3,3.4,102.4,10.0,-15.8,358.6,nt,-4.4,7.4,0.6,-7.4
Cc1ccc(CSc2nnc(-c3ccc(NS(=O)(=O)c4ccccc4)cc3)o2)cc1,6.2,-4.2,92.9,-6.0,-10.8,306.7,-1.9,5.2,17.7,-3.3,-17.7
CCCCOc1ccc(/C=N/Nc2cc(N3CCOCC3)nc(C)n2)cc1,nt,-7.1,120.5,-6.7,-11.9,-16.2,0.5,-1.9,5.9,0.4,-5.9
CCCc1cc(=O)n2c([nH]c3ccccc32)c1C#N,3.0,-4.6,119.7,-6.1,-7.0,-14.0,0.7,-0.1,4.5,-1.7,-4.5
COc1ccc(N2CCN(CCCNC(=O)Cn3c(=O)c4cccn4c4cccnc43)CC2)cc1,6.1,-9.6,109.0,-3.4,0.3,175.4,6.8,11.2,-56.4,-0.1,56.4
Cc1nn(-c2ccccc2)c(C)c1CCC(=O)O,nt,-5.1,109.3,-9.1,2.5,66.4,2.6,-1.0,-0.2,0.3,0.2
COC(=O)CN(c1cc(Cl)ccc1OC)S(=O)(=O)c1ccc(C)cc1,-1.1,0.8,97.0,-8.9,2.1,513.1,-6.6,-3.7,21.6,-1.6,-21.6
O=C(COc1cccc2cccnc12)N/N=C/c1cccn1-c1ccc(F)cc1,3.9,0.2,103.4,1.9,-15.5,5.6,9.8,-5.3,-24.2,-1.8,24.2
COc1ccc(-c2nc(C#N)c(N3CCOCC3)o2)cc1OC,5.1,1.5,107.1,3.8,-3.5,nt,1.5,0.1,-10.3,1.1,10.3
Cc1ccc(NC(=O)CCSCCC(=O)Nc2ccc(C)c(C)c2)cc1C,7.7,-10.0,104.2,5.4,0.1,302.5,-2.4,-5.3,-0.9,-1.3,0.9
O=[N+]([O-])c1ccc(C(O)CNC(=S)Nc2ccccc2)cc1 (centres undefined),1.5,-3.9,107.3,45.0,-0.2,-8.9,-2.1,-10.9,-31.7,0.2,31.7
CC1CCC(C(=O)NC(C(=O)NCCc2ccc(S(N)(=O)=O)cc2)C(C)C)CC1 (centres undefined),-1.4,21.1*,93.1,9.3,-4.2,-12.3,1.6,1.0,-4.3,-1.2,4.3
CN(C)CC(O)COC(c1ccccc1)c1ccccc1 (centres undefined),3.6,7.7,99.2,42.0,-5.4,191.5,0.3,-1.0,-2.5,1.8,2.5
COc1ccc(N2CCCC2)c(NC(=O)COc2ccccc2Cl)c1,-40.7,0.1,92.1,4.7,-4.0,17.4,3.4,3.5,0.1,1.3,-0.1
Cc1sc2nc(C)n(/N=C/c3ccccc3O)c(=O)c2c1C,-2.0,-0.5,102.1,-3.1,6.7,-2.0,-10.2,-4.2,-0.3,0.6,0.3
O=C(Nc1ccc(S(=O)(=O)N2CCOCC2)cc1)C1CCN(S(=O)(=O)c2ccc(Cl)cc2)CC1,-12.4,-7.0,100.6,-0.9,3.0,nt,0.3,2.6,8.5,-0.8,-8.5
COc1ccc(C(=O)Nc2ccc(/C(C)=N/NC(=O)c3ccncc3)cc2)cc1,51.6,39.8*,nt,-17.5,-5.0,3.1,-1.2,-15.9,-45.9,1.1,45.9
CCCc1cc(=O)[nH]c(SC(C)C(=O)Nc2ccc3c(c2)OCCO3)n1 (centres undefined),6.7,-0.5,nt,8.5,1.0,-11.0,2.7,5.2,-0.5,-0.6,0.5
COc1ccc(N2CC(=O)N(c3ccccc3)C2=S)cc1,7.6,2.4,100.5,-10.5,-10.7,-10.7,-1.9,2.4,8.7,0.8,-8.7
CC(=O)Nc1sc(NC(=O)c2ccccc2)nc1-c1cccs1,3.2,4.1,97.0,-5.8,0.3,-5.1,nt,-9.7,-10.4,1.1,10.4
O=C(CCNc1cc(Cl)cc(Cl)c1)c1cccs1,-2.8,4.0,101.2,44.3,3.6,-1.6,-1.6,2.9,3.1,1.0,-3.1
COc1cccc(C2=CC(=O)CCC2)c1OC,-1.1,2.5,106.0,1.6,-2.0,-1.1,nt,-10.0,5.6,2.3,-5.6
CCCCC(=O)NC1(C(F)(F)F)NC(=O)N(C)C1=O (centres undefined),-9.4,-5.0,96.2,-6.3,-13.0,0.2,-1.4,4.2,nt,1.8,nt
CCN1C(=O)N(C)[C@@H](c2ccccc2)C(C(=O)OC)=C1C,5.4,2.5,106.5,15.1,-2.0,948.4*,nt,-3.8,10.6,0.5,-10.6
COc1ccc(Cn2c(SCc3cc(C)ccc3C)nc3cc(OC)c(OC)cc3c2=N)cc1,nt,40.4*,108.2,-8.3,-10.5,nt,nt,-10.8,1.8,-1.1,-1.8
CN(C)CCCNC(=O)c1cc(C(=O)C2CCCCC2)c[nH]1,-5.8,-3.6,115.9,9.7,-7.2,-9.9,nt,2.3,19.5,-0.1,-19.5
CC(NS(=O)(=O)c1ccc2c(c1)oc(=O)n2C)c1ccccc1 (centres undefined),-13.4,1.5,118.1,-13.0,1.2,9.5,-1.8,-0.7,nt,-1.1,-14.7

# 3 of the entries above in order of the NSD2 HMT inh value, descending:
molecule,MITF TRPM1 HTS,dFosB act,DSG3 Ab inh,Arr AP2 block,PKA-R1A activ,Mot1-301 SUMO,NSD2 HMT inh,PKA-R2B activ,SR-BI uptake up,CDK5 inh,SR-BI HDL uptake
O=C(COc1cccc2cccnc12)N/N=C/c1cccn1-c1ccc(F)cc1,3.9,0.2,103.4,1.9,-15.5,5.6,9.8,-5.3,-24.2,-1.8,24.2
CC(NS(=O)(=O)c1ccc2c(c1)oc(=O)n2C)c1ccccc1 (centres undefined),-13.4,1.5,118.1,-13.0,1.2,9.5,-1.8,-0.7,nt,-1.1,-14.7
O=C(NNC(=O)C1CCN(c2ncccn2)CC1)c1ccncc1,-10.5,-5.5,100.9,24.3,-8.0,56.5,-1.9,-11.4,3.2,1.0,-3.2
